Screening data (PubChem BioAssay)
Rab9 promoter act: activators of Rab9 promoter | Potency, µM (titrated, usually from 9.22 µM), for the others: at the highest dose activation, negative = inhibition, actives largely listed as activators | Huh7 Rab9 promoter-luciferase reporter, luminescence, 24 h | 320,000 compounds, 2.8% hits; also: potency is read from the fitted curve at half-maximal effect; % of control where 0% means no effect; nearly all actives have a fitted effect of over 60% in size
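Luminescence from Amplite-detected luciferase (10 minutes, ambient) reports Rab9 promoter activation. Before that, stable Rab9-luciferase Huh7 cells (1500/well, reduced-serum OP-MEM I plus 10% FBS) were exposed to compound for 24 hours at 37C.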
BRCA1 expr act: activators of BRCA1 expression; Potency, µM (doses to about 46.1 µM), for inactives: top-dose activation, actives largely listed as activators; AID 624202; MCF7-BRCA1-FFLuc reporter, luminescence, 48 h; response scale: scaled: vehicle 0%, 10 µM genistein 100%; 380,000 compounds, 1.1% hits; also: potency is read from the fitted curve at half-maximal effect; nearly all actives have a fitted effect of over 80% in size; some results filed as inactive show a strong effect at the top dose
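MCF7 cells carrying a BRCA1-firefly luciferase reporter (2000 cells/well, phenol-red free MEM) were attached for 2 h at 37 °C, then given compounds for 48 h. Luminescence was read 15 min after luciferase reagent; activity normalized to genistein (10 microM) and DMSO.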
NPC1 promoter act: activators of NPC1 promoter; 320,000 compounds, 2.4% hits; AID 485313; Potency, µM (doses to about 9.22 µM), for the others: at the highest dose activation, usual class: activators; Huh7 NPC1 promoter luciferase reporter, 24 h;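 also: potency is read from the fitted curve at half-maximal effect; % of control where 0% means no effect; nearly all actives have a fitted effect of over 60% in size; reporter is driven by a mutant NPC1 promoter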
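Quantitative HTS used a cell-based reporter: Huh7 cells stably bearing the NPC1 promoter upstream of luciferase were treated with compounds for 24 h, and promoter activation was read as luminescence.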
Menin-MLL TR inh: menin-MLL binding inhibition, Texas Red mutant peptide. O00255. Menin + Texas Red MLL mutant peptide, fluorescence polarization. Potency, µM (highest dose often 61.6 µM), for the others: top-dose FP activity change, negative = inhibition, most hits filed as inhibitors. 270,000 compounds, 0.23% hits. AID 1768; active = well fitted inhibition curve with a large enough effect in the polarisation, with a control signal flat, not every such curve was filed as active; inconclusive = small, poorly fitted or top-dose-only effect, or effect the other way, or a change in a side signal; inactive = no such curve, though single readings can be large or run the other way; the % refers to the polarisation; also: potency is read from the fitted curve at half-maximal effect; % of control where 0% means no effect; many of its hits are not listed in these tables
p53 reactivator: re-activators of mutant p53. 320,000 compounds, 0.063% hits. H1299 p53-A138V BP100-luciferase reporter, luminescence, 24 h. Potency, µM (titrated, usually from 92.2 µM), for inactives: at the top dose activity change, positive = activation, actives largely listed as activators; also: potency is read from the fitted curve at half-maximal effect; % of control where 0% means no effect; nearly all actives have a fitted effect of over 45% in size
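H1299 (p53-null), stable ts p53-A138V + BP100-Luc; 1000 cells/well, Opti-MEM/10% FBS; cpd 4 pt, 1:5; 24 h, 37 deg C, 5% CO2; detection reagent 10 min RT; luminescence.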
PKM2 activator: increases activity of human pyruvate kinase M2 | P14618 | purified PKM2, Kinase-Glo ATP luminescence, activation; response scale: 0% is enzyme alone, no compound | Potency, µM (doses to about 57.5 µM), inactives show top-dose activation, usual class: activators | 260,000 compounds, 0.34% hits | AID 1631; also: potency is read from the fitted curve at half-maximal effect; % is scaled to controls: 0 for no effect and ±100 for the full control effect; nearly all actives have a fitted effect of over 55% in size
Target sequence (P14618 whole entry, looked up): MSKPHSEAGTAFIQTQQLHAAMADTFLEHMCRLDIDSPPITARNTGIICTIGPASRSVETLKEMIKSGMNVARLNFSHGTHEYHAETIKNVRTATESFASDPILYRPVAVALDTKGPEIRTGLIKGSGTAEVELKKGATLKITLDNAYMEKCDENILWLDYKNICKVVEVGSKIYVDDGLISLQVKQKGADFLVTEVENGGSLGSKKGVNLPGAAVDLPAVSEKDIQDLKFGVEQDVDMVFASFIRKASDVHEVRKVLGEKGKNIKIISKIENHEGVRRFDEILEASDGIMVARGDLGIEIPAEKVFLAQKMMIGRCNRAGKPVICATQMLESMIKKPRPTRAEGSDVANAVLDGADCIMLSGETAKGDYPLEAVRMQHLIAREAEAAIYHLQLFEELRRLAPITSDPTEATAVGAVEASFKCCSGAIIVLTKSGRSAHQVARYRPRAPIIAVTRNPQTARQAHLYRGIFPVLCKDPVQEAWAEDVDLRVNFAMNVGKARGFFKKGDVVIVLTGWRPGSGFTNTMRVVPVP
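Purified hPK-M2 (>95%) run at intermediate activity with 0.1 mM ADP and 0.5 mM PEP in 50 mM imidazole pH 7.2, KCl, MgCl2; 1 h room temperature. ATP formed read by Kinase-Glo luminescence; normalized to uninhibited and no-enzyme controls.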
VP16 counter: inhibits Gal4-VP16 luciferase reporter, ROR gamma counter-screen; Drosophila S2 Gal4-VP16 UAS-luciferase, luminescence, 20 h; 310,000 compounds, 3.5% hits; Potency, µM (doses to about 53.6 µM), without a hit: at the top dose activity, negative = inhibition, most hits filed as inhibitors;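 also: Gal4-VP16 expression switched on by copper sulfate through the metallothionein promoter; potency is read from the fitted curve at half-maximal effect; % is scaled to controls: 0 for no effect and ±100 for the full control effect; nearly all actives have a fitted effect of over 50% in size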
ELG1 genotoxic: genotoxicity induction in ELG1-luciferase HEK293T cells | HEK293T ELG1-luciferase reporter, luminescence, 16 h | Potency, µM (titrated, usually from 46 µM), for the others: top-dose activity change, positive = activation, actives largely listed as activators | 330,000 compounds, 1.3% hits | AID 504466; also: potency is read from the fitted curve at half-maximal effect; % of control where 0% means no effect; nearly all actives have a fitted effect of over 60% in size
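DMSO vehicle served as control against compound-treated ELG1-luciferase HEK293T cells; exposure lasted 16 hr at 37 °C and 5% CO2, followed by ONE-Glo luminescence detection after 30 min.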
RORg inh: ROR gamma (mouse) transcription inhibition. P51450. Drosophila S2 Gal4-RORgamma UAS-luciferase reporter, 20 h. Potency, µM (doses to about 53.6 µM), without a hit: top-dose activity change, negative = inhibition, hits mostly inhibitors. 310,000 compounds, 5.4% hits. AID 2551; also: potency is read from the fitted curve at half-maximal effect; % is scaled to controls: 0 for no effect and ±100 for the full control effect; nearly all actives have a fitted effect of over 60% in size
Target sequence (P51450 whole entry, looked up, the tested form may be a part): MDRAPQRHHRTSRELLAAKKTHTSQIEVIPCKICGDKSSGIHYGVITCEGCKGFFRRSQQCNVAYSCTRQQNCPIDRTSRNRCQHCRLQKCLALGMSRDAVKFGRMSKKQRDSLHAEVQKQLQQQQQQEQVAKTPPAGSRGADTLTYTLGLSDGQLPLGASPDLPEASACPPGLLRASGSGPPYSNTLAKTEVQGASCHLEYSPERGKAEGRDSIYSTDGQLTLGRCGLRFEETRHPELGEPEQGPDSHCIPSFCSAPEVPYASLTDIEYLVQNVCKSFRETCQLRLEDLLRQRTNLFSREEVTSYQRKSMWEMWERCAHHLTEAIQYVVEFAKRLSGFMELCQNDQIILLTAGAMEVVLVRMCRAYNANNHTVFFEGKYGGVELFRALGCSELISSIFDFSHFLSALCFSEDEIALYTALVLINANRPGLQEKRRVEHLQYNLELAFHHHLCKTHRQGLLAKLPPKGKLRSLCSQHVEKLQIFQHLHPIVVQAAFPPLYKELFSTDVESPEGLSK
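Using a luciferase readout, inhibitors were identified by reduced reporter activity in Drosophila cells coexpressing a copper-inducible Gal4–ROR gamma fusion and UAS-driven Photinus luciferase, incubated 20 hr after 700 uM copper sulfate.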
FLuc modulator: counter-screen for miR-21 project: firefly luciferase inhibitors or activators. purified FLuc, Km substrates, luminescence inhibition. Potency, µM (series often up to 57.5 µM), without a hit: at the top dose activity change, negative = inhibition, hits mostly inhibitors. 360,000 compounds, 6.9% hits. AID 588342;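 also: potency is read from the fitted curve at half-maximal effect; plate controls were vehicle for no effect and reference inhibitor for full effect; nearly all actives have a fitted effect of over 55% in size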
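Biochemical qHTS of compounds, final roughly 60 µM downward over six points, against 10 nM purified firefly luciferase using Km concentrations of substrates (10 uM D-luciferin, 10 uM ATP) in Tris acetate pH 7.5 buffer; luminescence output.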
Giardia killer: kills Giardia lamblia; Giardia lamblia trophozoite viability; activity change, % at 7.66 µM, hits read low; 340,000 compounds, 0.15% hits; AID 540267; in the data active = activity change below about -80%; inconclusive = between about -30% and that limit;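 also: parasites exposed to compound for two days anaerobically before the ATP read; % is scaled to controls: 0 for no effect and ±100 for the full control effect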
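Giardia trophozoites, 100 cells per well, were exposed to compounds for 48 hrs at 37 deg C under anaerobic conditions; viability was then read as ATP content by bioluminescence after 15-30 min at room temperature.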
Numbers without * were called inactive; u = inconclusive; x = not tested or not shown; [ ] = another dose, or the depositor's remark. Unless noted, calls follow the shape of the dose curve; as a rule, active = well fitted curve in the direction sought with a large enough effect; inconclusive = small, poorly fitted or top-dose-only effect, or another doubt; inactive = no such curve, though single readings can be large; an effect the other way counts as inactive or inconclusive. These rows are one share of the data. The share of hits here may be higher or lower than overall.

SMILES	Rab9 promoter act	BRCA1 expr act	NPC1 promoter act	Menin-MLL TR inh	p53 reactivator	PKM2 activator	VP16 counter	ELG1 genotoxic	RORg inh	FLuc modulator	Giardia killer
Cc1oc(-c2ccoc2)nc1CN(CC1CCC(=O)N1)C(C)C (centres undefined)	-1%	-1%	-4%	-12%	3%	4%	-5%	4%	-11%	-1%	-4
COc1ccc(C2c3c(n[nH]c3C)CC(C)(O)C2C(C)=O)cc1OC (centres undefined)	4%	2%	3%	3%	0%	-13%	-4%	-5%	3%	-3%	-7
CCOC(=O)N1CCN(C(=O)CN(c2ccc(OCc3ccccc3)cc2)S(C)(=O)=O)CC1	-5%	-31%	-3%	-12%	-9%	-3%	16%	-3%	20%	3%	10
Cc1ccc(-c2cn3cccnc3n2)cc1NC(=O)c1ccc(Br)o1	-5%	0%	1%	10%	3%	-9%	-7%	3%	-24%	u	-2
Cc1nc(SCc2ccccc2C#N)n[nH]1	0%	22%	-1%	13%	u	1%	0%	2%	1%	-6%	2
CC(C)NC(=O)c1cc(-n2cnnc2)ccc1Cl	-2%	2%	-3%	-2%	0%	3%	5%	1%	-34%	-1%	9
CC(NC(=O)c1cc2ccccc2o1)C(=O)O (centres undefined)	0%	5%	-4%	x	1%	4%	6%	3%	-35%	-1%	4
COC(=O)CCC(=O)CN	-4%	-17%	2%	10%	-2%	-10%	-11%	0%	0%	9%	-5
O=C(Nc1nc(-c2ccc(Cl)s2)cs1)c1ccccc1	29%	47%	14%	u	-13%	0%	u	11%	-20%	27µM*	19
O=C(Nc1ccc(N2CCCC2)cc1)c1cc2ccccc2o1	2µM*	8.9µM*	3.5µM*	-3%	x	6%	x	u	x	3µM*	-14
O=c1[nH]c2cc3c(cc2cc1C(c1nnnn1CC1CCCO1)N1CCCCCC1)OCCO3 (centres undefined)	0%	-1%	2%	-1%	-5%	0%	7%	3%	15%	-1%	13
O=C(NCCO)c1cccc(Nc2nc(-c3ccccc3)c3cc(Cl)ccc3n2)c1	0%	-54%	0%	u	-5%	-9%	-24%	-9%	13%	-2%	1
CC1CCCCN1C(=O)c1cc(S(=O)(=O)N2CCCCC2)c[nH]1 (centres undefined)	0%	-17%	-3%	4%	7%	-3%	1%	0%	-12%	-1%	10
O=c1cccccc1NN=C1CCCCCC1	3.2µM*	10µM*	2.2µM*	x	u	-3%	-1%	15µM*	-8%	6µM*	-16
Cc1ccc(S(=O)(=O)Cc2ccc(C(=O)NC3CCCCCC3)o2)cc1	-1%	-108%[inhibitor]	2%	x	0%	x	6%	-6%	23%	1%	9
COc1cc(/C=N/NC(=O)NC2CCCCC2)cc(OC)c1O	-4%	-28%	-4%	x	-4%	5%	-3%	15%	-8%	u	-17
CCOc1ccc(N(CC(=O)NCCOc2ccc(C)cc2)S(=O)(=O)c2ccccc2)cc1	1%	-51%	-9%	13%	-18%	1%	0%	-23%	13%	0%	-12
O=C(c1ccc(S(=O)(=O)N2CCOCC2)cc1)N1CCc2ccccc21	6%	-2%	-4%	u	6%	x	7%	-7%	-38%	-1%	-3
CN(C)S(=O)(=O)c1cc(NC(=O)CN2CCOCC2)ccc1Cl	-2%	14%	-3%	-10%	-1%	2%	-11%	0%	-23%	-1%	5
CCOC(=O)N1CCC(NC(=O)CN2C(=O)C(CC)Oc3ccc(C)cc32)CC1 (centres undefined)	-3%	0%	0%	2%	-8%	-3%	6%	-4%	-1%	-1%	-5
N#Cc1nc(-c2ccc(Cl)cc2)oc1NCC1CCCO1 (centres undefined)	u	88%	10%	-8%	3%	1%	3%	u	33%	21µM*	-11
Cc1cc(C)n2nc(SCC(=O)c3ccccc3)nc2n1	21%	26%	1%	21%	24%	-1%	22%	u	15%	-15%	0
COc1ccccc1C(=O)N(C1=NC(C)CS1)c1ccc(Cl)cc1 (centres undefined)	-2%	3%	2%	-2%	-14%	0%	-12%	-8%	16%	2%	3
Cc1nnc(SCCn2c(N3CCC(C)CC3)nc3c2c(=O)[nH]c(=O)n3C)s1	x	-10%	x	-12%	x	11%	-11%	x	0%	2%	-2
CCCOc1ccc(C2NC(=S)NC(c3ccccc3)=C2C(=O)Nc2ccc(C)cc2)cc1OC (centres undefined)	-2%	-39%	-1%	-3%	6%	9%	-20%	-9%	-5%	4%	9

The list goes on, starting with the last 6 of the part before.
SMILES	Rab9 promoter act	BRCA1 expr act	NPC1 promoter act	Menin-MLL TR inh	p53 reactivator	PKM2 activator	VP16 counter	ELG1 genotoxic	RORg inh	FLuc modulator	Giardia killer
CCOC(=O)N1CCC(NC(=O)CN2C(=O)C(CC)Oc3ccc(C)cc32)CC1 (centres undefined)	-3%	0%	0%	2%	-8%	-3%	6%	-4%	-1%	-1%	-5
N#Cc1nc(-c2ccc(Cl)cc2)oc1NCC1CCCO1 (centres undefined)	u	88%	10%	-8%	3%	1%	3%	u	33%	21µM*	-11
Cc1cc(C)n2nc(SCC(=O)c3ccccc3)nc2n1	21%	26%	1%	21%	24%	-1%	22%	u	15%	-15%	0
COc1ccccc1C(=O)N(C1=NC(C)CS1)c1ccc(Cl)cc1 (centres undefined)	-2%	3%	2%	-2%	-14%	0%	-12%	-8%	16%	2%	3
Cc1nnc(SCCn2c(N3CCC(C)CC3)nc3c2c(=O)[nH]c(=O)n3C)s1	x	-10%	x	-12%	x	11%	-11%	x	0%	2%	-2
CCCOc1ccc(C2NC(=S)NC(c3ccccc3)=C2C(=O)Nc2ccc(C)cc2)cc1OC (centres undefined)	-2%	-39%	-1%	-3%	6%	9%	-20%	-9%	-5%	4%	9
COc1ccc(OCC(=O)Nc2ccc(S(=O)(=O)N3CCCCCC3)cc2)cc1	-4%	-18%	1%	10%	-13%	-1%	-2%	-1%	5%	0%	-11
Cc1cc(C)c(C(=O)Cn2nc(C(=O)O)c3ccccc3c2=O)cc1C	11%	0%	-6%	x	3%	-1%	-16%	0%	37%	6µM*	-6
COC(=O)c1sc(NC(=S)NC(=O)c2cc(OC)c(OC)c(OC)c2)nc1C	-1%	0%	-6%	17%	-6%	2%[11.5 µM]	-21%	0%	10µM*	6%	-15
CCN(CC)C(=O)c1ccc(CS(=O)(=O)c2ccc(Br)cc2)cc1	-3%	-6%	1%	-2%	x	0%	-13%	-3%	38%	-1%	-24
Cc1ccc(N2C(=O)CC(Nc3cccc4ccccc34)C2=O)cc1 (centres undefined)	-3%	0%	6%	x	7%	0%	u	2%	u	u	13
O=[N+]([O-])c1ccccc1/C=C/c1ccc2ccccc2n1	4µM*	64%	3.5µM*	u	u	-22%	2%	u	26%	2.1µM*	1
Cc1cccc(NC(=O)c2ccc(Cl)c(S(=O)(=O)N3CCc4ccccc43)c2)n1	-19%	-46%	-5%	x	1%	x	x	1%	x	-9%	-17
CCOC(=O)Nc1ccc2c(c1)Sc1ccccc1N2C(=O)CCN1CCOCC1	0%	-42%	5%	-16%	-13%	0%	-2%	4%	1%	0%	9
Cc1ccc(S(=O)(=O)N2CCCCC2)cc1NC(=O)CSc1ncccn1	-4%	5%	1%	x	-2%	x	x	2%	x	4%	16
Cc1ccccc1NC(=O)CSc1ccncc1	-3%	0%	5%	x	1%	-32%	7%	-2%	28%	-22%	-10
C=CCN1CCc2cc(O)c(O)cc2C(c2ccccc2)C1 (centres undefined)	-3%[46.1 µM]	-31%	4%[46.1 µM]	-21%	4%	x	x	19%	x	4%	-5

Pulled by compound from above:
SMILES	Rab9 promoter act	BRCA1 expr act	NPC1 promoter act	Menin-MLL TR inh	p53 reactivator	PKM2 activator	VP16 counter	ELG1 genotoxic	RORg inh	FLuc modulator	Giardia killer
CCOC(=O)Nc1ccc2c(c1)Sc1ccccc1N2C(=O)CCN1CCOCC1	0%	-42%	5%	-16%	-13%	0%	-2%	4%	1%	0%	9
C=CCN1CCc2cc(O)c(O)cc2C(c2ccccc2)C1 (centres undefined)	-3%[46.1 µM]	-31%	4%[46.1 µM]	-21%	4%	x	x	19%	x	4%	-5
CCN(CC)C(=O)c1ccc(CS(=O)(=O)c2ccc(Br)cc2)cc1	-3%	-6%	1%	-2%	x	0%	-13%	-3%	38%	-1%	-24
